# Screening data as filed in PubChem.
# D1 agonist = human D1 receptor agonism; P21728; HEK293 T-REx D1 cells, calcium flux, agonist mode; activation, % at 2 µM; 1% of 360,000 active; also: 0% is about no effect
#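 Tetracycline-induced HEK293 TREx D1 cells, force-coupled to calcium signalling, were dye-loaded with a no-wash calcium kit. Compound was pin-added after a 10 s baseline. Fluorescence was read kinetically at 1 cycle/s for 180 s, with calcium rises flagged as agonism.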
# D2 PAM = positive allosteric modulators of human D2 dopamine receptor. P14416. HEK293 T-REx D2, calcium flux, EC20 dopamine potentiation. potentiation, % at 10 µM. 0.34% of 340,000 active;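 active = potentiation over 3 SD above the plate norm, cut at about 30% in these data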; also: 0% is about no effect
#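 Tetracycline-induced Hek293 Trex D2 cells, force-coupled to calcium, loaded with no-wash calcium dye. Compound added with 180 s kinetic read for agonism, then EC20 dopamine and a further 180 s read for potentiation.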
# TRHR enhancer = TRH receptor (human) allosteric enhancement. P34981. TRHR cells, fluo-8 calcium fluorescence, EC20 TRH enhancement. enhancement, % at 2 µM. 0.66% of 360,000 active. AID 493056; in the data active = enhancement above about 30%; also: 0% is about no effect
#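 TRHR-expressing cells loaded with fluo-8 calcium dye were read kinetically (ex 480/em 530) during compound addition, then stimulated with an EC20 of TRH (10 nM final). Enhancement of the Gq-mediated intracellular calcium response was scored.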
# TRHR ag = TRH receptor (human) agonism | P34981 | TRHR cells, calcium flux fluo-8, FDSS agonist mode | activation, % at 2 µM | 0.18% of 360,000 active | AID 493084; also: 0% is about no effect
#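 Steps: seed TRHR cells overnight; add fluo-8 no-wash Ca dye, RT 30 min–1.5 h; record 10 s baseline; pin-transfer compounds; monitor fluorescence 1 cycle/s for the agonist window. Calcium increases flag candidate agonists.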
# D2 antagonist = D2 dopamine receptor (human) antagonism | P14416 | HEK293 TREx D2 cells, calcium flux, dopamine EC80 | inhibition, % at 10 µM | 2% of 340,000 active | AID 485344; in the data active = inhibition above about 30%; also: 0% is about no effect
#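 Calcium flux kinetic readout in an inducible HEK293 TREx D2 line plated overnight at 30 C. After 180 s compound exposure, an EC80 dopamine challenge follows with another 180 s kinetic read to detect antagonism.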
# D1 potentiator = human D1 dopamine receptor positive modulation; HEK293 TREx D1 cells, calcium flux, dopamine EC20 potentiation; potentiation, % at 10 µM; P21728; 0.036% of 360,000 active; in the data active = potentiation above about 30%; also: 0% is about no effect
# D1 antag = blocks dopamine activation of the human D1 receptor | HEK293 TREx D1 cells, calcium flux, dopamine EC80; active compounds read low | activity change, negative = inhibition, % at 10 µM | P21728 | AID 504652 | 3.2% of 360,000 active; in the data active = activity change below about -30%; also: % is scaled to controls: 0 for no effect and ±100 for the full control effect
#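 Kinetic fluorescence of a calcium dye serves as the read-out. D1-expressing Hek293 Trex cells, induced overnight at 30 C, are exposed to compound for 180 s before an EC80 dopamine addition, then read 180 s further.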
# D2 agonist = D2 dopamine receptor (human) agonism. P14416. HEK293 T-REx D2 cells, calcium flux agonist mode. activation, % at 2 µM. 0.53% of 340,000 active. AID 485358;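 active = activation over 3 SD above normal in the single-dose calcium agonist read, cut at about 30% in these data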; also: 0% is about no effect
#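 Agonism is scored from calcium flux in a force-coupled, inducible HEK293 cell line expressing D2, read kinetically for 180 s after compound addition against dopamine controls.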
# RXFP1 antag = RXFP1 (human) relaxin receptor antagonism | Q9HBX9 | HEK293-RXFP1, relaxin-stimulated cAMP HTRF, 30 min; active compounds read low | activity change, negative = inhibition, % at 57.5 µM | 0.59% of 350,000 active;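 active = activity change of -60% or lower, but not beyond a set lower limit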; also: % is scaled to controls: 0 for no effect and ±100 for the full control effect
# Target sequence (Q9HBX9 whole entry, looked up): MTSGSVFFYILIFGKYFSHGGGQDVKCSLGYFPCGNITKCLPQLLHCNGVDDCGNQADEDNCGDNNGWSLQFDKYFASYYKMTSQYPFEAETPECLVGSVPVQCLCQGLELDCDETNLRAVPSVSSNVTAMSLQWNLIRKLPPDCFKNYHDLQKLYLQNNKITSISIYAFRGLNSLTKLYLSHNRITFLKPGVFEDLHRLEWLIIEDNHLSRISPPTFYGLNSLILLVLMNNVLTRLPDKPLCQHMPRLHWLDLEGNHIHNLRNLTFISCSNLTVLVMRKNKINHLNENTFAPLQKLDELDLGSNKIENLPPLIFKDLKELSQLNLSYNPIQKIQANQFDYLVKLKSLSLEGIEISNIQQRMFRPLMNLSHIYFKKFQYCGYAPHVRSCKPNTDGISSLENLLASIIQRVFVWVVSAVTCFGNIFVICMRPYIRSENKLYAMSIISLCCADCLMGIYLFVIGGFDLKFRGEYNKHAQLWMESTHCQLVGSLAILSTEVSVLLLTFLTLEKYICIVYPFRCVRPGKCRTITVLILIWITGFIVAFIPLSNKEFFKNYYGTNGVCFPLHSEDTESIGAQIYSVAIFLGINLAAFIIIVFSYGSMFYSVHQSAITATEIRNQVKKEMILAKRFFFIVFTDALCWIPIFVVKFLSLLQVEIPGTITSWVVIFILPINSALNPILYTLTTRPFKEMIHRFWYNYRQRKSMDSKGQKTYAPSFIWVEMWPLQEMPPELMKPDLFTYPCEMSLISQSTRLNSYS
# Active calls of the source: *; . = no result given. Rule as the data show it, unless noted: active = activation above about 30%; inactive = the rest. The order is random; any-hit rate near 7.1%.
SMILES,D1 agonist,D2 PAM,TRHR enhancer,TRHR ag,D2 antagonist,D1 potentiator,D1 antag,D2 agonist,RXFP1 antag
Cc1ccc(C(C(=O)NC2CCCC2)N(C(=O)CNC(=O)c2ccco2)c2ccccc2)o1 (centres undefined),0,.,-5,-0.8,-10,-5,-24,0.1,-3
Cc1ccccc1-n1c(Cc2cccs2)n[nH]c1=S,2,-8,9,0.5,-9,2,-17,0.0,-17
Cc1cccc(NC(=O)c2cc(=O)c3ccccc3o2)c1,2,9,8,-0.7,14,-5,-8,-1.2,-14
COCCNC(=O)C(c1ccccc1C)N(CCOC)C(=O)Cn1nnc2ccccc21 (centres undefined),3,6,4,0.0,10,-1,-10,-0.3,-5
O=S(=O)(Nc1ccon1)c1ccc(Br)cc1,2,-9,6,-0.8,20,1,2,0.4,13
CSc1ccccc1NC(=O)C(C)N1C(=O)c2ccccc2S1(=O)=O (centres undefined),1,5,-5,-0.3,-10,-3,-9,0.1,-4
Cc1cccc(N2CCN(C(=O)C3CCCCC3)CC2)c1C,4,21,2,2.6,23,-6,10,3.0,-12
O=S(=O)(c1cccs1)N1CCN(CC(O)COc2cc(Cl)ccc2Cl)CC1 (centres undefined),17,-2,-9,0.1,-10,-6,-19,0.6,-15
O=C(CCS(=O)(=O)c1ccccc1)N(CCCN1CCOCC1)c1nc2ccccc2s1,2,-13,-1,0.3,-4,-2,-15,0.7,-29
CCOc1ccc(OCC(=O)OCc2cc(=O)n3cc(Br)ccc3n2)cc1,4,0,1,-1.0,8,-9,-5,-1.1,-2
CCOc1ccc2[nH]c(C(=O)N/N=C/c3cc(OC)c(OC)c(OC)c3)cc2c1,3,5,-4,0.3,18,0,-10,1.5,17
CCOc1ccccc1CN1CCC(n2nccc2NC(=O)CCCc2ccccc2)CC1,23,9,-5,0.4,-3,5,-21,-0.3,0
COc1ccccc1-c1nn(-c2ccccc2)cc1C(=O)N1CCN(C(=O)c2ccco2)CC1,0,0,3,-0.2,-20,-4,13,0.1,2
COc1ccc(S(=O)(=O)NCC2CCCO2)cc1NC(=O)c1ccc(Cl)cc1 (centres undefined),4,1,-10,-0.1,-4,-3,-8,-0.1,-12
O=C(Nc1nc2ccccc2s1)c1cc(-c2ccco2)nc2ccccc12,2,4,-2,0.3,-2,2,-2,0.2,-14
Cn1nnc(NC(=O)c2ccc(C(C)(C)C)cc2)n1,3,5,1,0.6,.,5,-1,.,5
CCc1nnc(NC(=O)CS(=O)(=O)c2ccccc2)s1,3,-1,2,-0.7,3,-5,-10,-0.8,-5
C/C(CC(=O)Nc1ccc(C)c(Cl)c1)=N\NC(=O)Cc1ccccc1,2,-3,-5,-0.4,-11,0,0,0.1,-6
COc1cccc(CNC(=O)CCC2CCCN(C(=O)c3cscn3)C2)c1 (centres undefined),-1,-10,1,0.2,3,0,-7,0.7,3
Cc1cc(NC(=O)CCC(=O)N(CCC(C)C)C(C(=O)NC2CCCC2)c2ccccc2C)no1 (centres undefined),5,-2,-18,-0.9,51*,18,-2,1.2,-4
O=C(COc1ccc2c3c(c(=O)oc2c1)CCC3)NC1CCCCC1,5,4,14,-0.5,-2,-3,0,-1.9,30
O=C(CNC(=O)c1ccc(Cl)cc1Cl)OCc1nc2ccccc2s1,2,0,-2,-1.1,-18,-4,-10,-1.0,13
CN(C)c1nc(-c2ccccc2)c2cc(Cl)ccc2n1,2,.,0,0.2,.,2,2,.,-14
COc1cccc(-n2cnnc2SCC(=O)NC2CC2)c1,2,2,-7,-0.5,18,-2,-5,-0.2,-2
CN(Cc1ccc(F)cc1)C(=O)COc1ccc2ccccc2c1,1,-12,5,-0.4,3,5,-3,0.5,-12

# 2 entries from above, with bars between the fields:
SMILES | D1 agonist | D2 PAM | TRHR enhancer | TRHR ag | D2 antagonist | D1 potentiator | D1 antag | D2 agonist | RXFP1 antag
COc1cccc(-n2cnnc2SCC(=O)NC2CC2)c1 | 2 | 2 | -7 | -0.5 | 18 | -2 | -5 | -0.2 | -2
CN(Cc1ccc(F)cc1)C(=O)COc1ccc2ccccc2c1 | 1 | -12 | 5 | -0.4 | 3 | 5 | -3 | 0.5 | -12

# Following part:
SMILES,D1 agonist,D2 PAM,TRHR enhancer,TRHR ag,D2 antagonist,D1 potentiator,D1 antag,D2 agonist,RXFP1 antag
COc1ccc(C(=O)Nn2cnnc2)c(OC)c1,2,-7,18,0.8,7,3,-6,-0.2,2
COCCNC(=O)CSc1nc2sccc2c(=O)n1-c1ccccc1,2,-5,-3,-0.7,-1,1,-6,-1.1,-6
COC(=O)c1ccccc1NC(=O)C1CC(c2ccc(F)cc2)=NO1 (centres undefined),1,-3,10,-0.1,-4,4,6,1.1,7
NC(=S)NNC(=O)Nc1cccc(Cl)c1,4,2,19,0.6,-17,-4,-20,0.1,4
COc1ccc(Cl)cc1NC(=O)NCCN1CCNC1=O,3,-3,-1,-0.7,18,-1,-4,-1.1,-1
COc1ccc(Cl)cc1NC(=O)c1cc(=O)c2cc(C)cc(C)c2o1,1,2,0,0.1,.,1,-8,.,0
Cc1ccc(C)c(C(=O)CN2C(=O)NC3(CCCCCCC3)C2=O)c1,-4,-2,2,-0.8,-19,6,16,-0.2,3
CN(C)C(CNC(=O)c1ccc2ccccc2n1)c1ccccc1 (centres undefined),2,-4,-1,0.0,10,-4,3,-0.4,-2
Cc1cccc(NC2=NC(=S)N(c3ccc(C(=O)O)cc3)C23CCCCC3)c1,2,.,-1,0.2,.,-9,3,.,.
COc1cccc(NC(=O)c2cc([N+](=O)[O-])ccc2N2CCN(C)CC2)c1,1,12,-5,0.1,14,-3,-1,0.4,2
COc1ccc(C(=O)C2CCCN(Cc3ccc4nonc4c3)C2)c(C)c1 (centres undefined),4,-11,0,0.1,-11,-1,-3,0.5,-21
Nn1c(SCC(=O)NCC2CCCO2)nnc1-c1cc(Cl)ccc1Cl (centres undefined),5,0,-2,0.3,11,-5,8,0.4,6
O=C(NC(=O)N1CCN(C(c2ccccc2)c2ccccc2)CC1)c1ccccc1,1,-3,-3,-0.8,0,-4,11,1.0,-27
COc1ccc(C(=O)NC(=S)Nc2cccc3cc(O)ccc23)cc1OC,3,15,3,0.4,-22,0,-3,0.6,-34
CN(C)c1ccc(C(CNS(=O)(=O)c2ccc([N+](=O)[O-])cc2)N2CCOCC2)cc1 (centres undefined),0,1,-3,-0.2,-9,-3,2,-0.4,-16
Cc1sc(NC(=O)c2ccc(Cl)s2)c(C(N)=O)c1C,0,.,-5,-0.4,-8,1,32,1.0,-8
CC(C)N(C(=O)c1ccc(C(=O)Nc2ccc([N+](=O)[O-])cc2)cc1)C(C)C,2,1,4,1.2,-6,-2,.,0.8,9
O=C(Oc1c(Cl)cc(Cl)c2cccnc12)c1cccc([N+](=O)[O-])c1,4,-7,-6,0.0,4,1,-1,-0.9,-15
CCCOc1ccc(C(=O)Nc2ccc(-c3cc4ccccc4oc3=O)c(C)c2)cc1,5,-1,20,0.3,.,-1,-8,0.5,2
Cc1ccc(NC(=S)N(Cc2cccs2)Cc2cc3cc(C)ccc3[nH]c2=O)cc1,1,-13,-4,0.9,4,-8,-7,9.1,14
CCCCCN(C(=O)CCC(=O)OCC(=O)NCc1cccc(OC)c1)c1c(N)n(CCCC)c(=O)[nH]c1=O,2,-12,-3,-0.2,0,7,7,-0.1,1
Cc1ccccc1OCCn1ccnc1,2,-5,4,0.0,2,-6,0,-0.5,-1
CC1(C)N=C(N)N=C(N)N1c1ccc(Oc2ccc(Cl)cc2)c(Cl)c1,5,-13,0,0.0,17,-11,4,0.7,-11
O=C(Nc1ccccc1)/C(=C/c1ccc(O)cc1)NC(=O)c1ccco1,4,8,-2,0.3,-2,-1,7,0.2,-17
Cn1c(SCC(=O)Nc2ccccc2F)nnc1C1CCCCC1,1,-2,-3,-0.4,-9,0,2,-0.5,2

# Compound profiles, as listed above. Order of values: D1 agonist, D2 PAM, TRHR enhancer, TRHR ag, D2 antagonist, D1 potentiator, D1 antag, D2 agonist, RXFP1 antag
# Record of C/C(CC(=O)Nc1ccc(C)c(Cl)c1)=N\NC(=O)Cc1ccccc1 : 2, -3, -5, -0.4, -11, 0, 0, 0.1, -6
# Record of Cc1ccc(C(C(=O)NC2CCCC2)N(C(=O)CNC(=O)c2ccco2)c2ccccc2)o1 (centres undefined) : 0, ., -5, -0.8, -10, -5, -24, 0.1, -3
# Record of O=S(=O)(c1cccs1)N1CCN(CC(O)COc2cc(Cl)ccc2Cl)CC1 (centres undefined) : 17, -2, -9, 0.1, -10, -6, -19, 0.6, -15
# Record of O=C(COc1ccc2c3c(c(=O)oc2c1)CCC3)NC1CCCCC1 : 5, 4, 14, -0.5, -2, -3, 0, -1.9, 30
# Record of O=C(CCS(=O)(=O)c1ccccc1)N(CCCN1CCOCC1)c1nc2ccccc2s1 : 2, -13, -1, 0.3, -4, -2, -15, 0.7, -29

# Next structures follow:
SMILES,D1 agonist,D2 PAM,TRHR enhancer,TRHR ag,D2 antagonist,D1 potentiator,D1 antag,D2 agonist,RXFP1 antag
O=C(CC1NCCNC1=O)OCCCc1ccccc1 (centres undefined),1,5,4,0.8,-2,0,-3,0.7,.
COc1ccnc(Oc2ccc(F)cc2)c1C(=O)N/C=N/OCc1ccccc1,13,14,1,0.8,.,-1,-2,.,-17
CC(=O)Nc1ccc(NC(=O)CCC(=O)Oc2ccc(C)cc2)cc1,0,-2,-1,-0.7,5,7,-17,0.4,-3
CCOc1ccc(OCC)c(S(=O)(=O)NCc2ccc3c(c2)OCO3)c1,3,-1,1,-0.4,-8,.,22,0.8,5
CS(=O)(=O)N1CCN(c2nc3ccccc3s2)CC1,1,0,-3,0.1,0,-5,-1,-0.6,3
CCc1c(C)nc2nc(-c3ccccc3)nn2c1NCc1ccc(C)cc1,3,-3,-7,-0.3,.,-1,21,-0.1,.
C#CCNC(=O)C1=C[C@@H](c2cn(C(C)=O)c3ccccc23)C[C@@H](OCCCCO)O1,1,-4,-2,-0.1,7,-2,28,0.1,.
O=C(CCN1C(=O)/C(=C/c2ccccc2F)SC1=S)NCCCN1CCOCC1,7,.,-2,0.0,.,-11,-18,.,17
O=C(Nc1cccnc1)c1cc(S(=O)(=O)N2CCCCC2)c(Cl)cc1Cl,6,13,-5,0.7,7,.,-14,2.8,4
CC(Sc1nnc(CN2CCCC2)n1Cc1ccccc1)C(=O)Nc1ccc(F)cc1 (centres undefined),4,-1,-10,0.3,11,4,7,-1.1,-6
CCOC(=O)CSc1n[nH]c(=O)n1CCc1ccccc1,9,8,-2,-0.6,10,4,1,-0.7,2
CC1=NN(C(C)C)C(=O)C1,2,0,-5,0.2,-8,0,8,0.2,-15
CCOc1ccc(N(CC(=O)NCCSCc2ccccc2)S(=O)(=O)c2ccccc2)cc1,15,9,-5,1.0,1,-8,-6,-0.1,0
Cc1cc(OCC(=O)N(C)Cc2ccccc2)cc(C)c1Cl,8,-13,-3,-0.7,18,8,10,-0.8,5
Cc1ccccc1N=C(N)Nc1ccccc1C,5,5,5,2.1,6,-3,7,0.1,2
CS(=O)(=O)c1ccc2nc(NC(=O)c3ccc(NS(=O)(=O)c4ccc(F)c(F)c4)cc3)sc2c1,1,9,5,2.9,-14,2,-8,-1.3,-9
Cc1ccc(-n2nc(C(=O)N(C)Cc3ccccc3)c3c4ccccc4n(C)c3c2=O)cc1,4,29,-5,-0.4,.,1,5,-1.9,.
COc1cccc(N(CC(=O)O)S(=O)(=O)c2ccccc2)c1,4,11,5,0.9,.,-2,-6,.,9
